Screening results (PubChem)
Akt phos inh: Akt phosphorylation inhibition. hit rate 0.32% among 360,000. activity change, % for hits at 50 µM. Neuro2A IGF-stimulated pAkt S473 HTRF, 20 min; hits give low values; in the data active means activity change below about -80%; inconclusive means mostly about -51% to -80%; further: on the % scale 0 is the no-effect control and ±100 the full control effect
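Neuro2A cells (4,500/well, DMEM with 0.5% FBS) were treated with compound at a single 50 µM final concentration, stimulated with 6 nM IGF for 20 min at 37 °C, and lysed. Phospho-Akt Ser473 was read by HTRF as 665/615 ratio ×10^4.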
MmCpn inh: blocks the Methanococcus maripaludis chaperonin Mm-Cpn. Potency, µM (series often up to 76.9 µM), without a hit: at the highest dose activity, negative = inhibition, most hits filed as inhibitors. purified Mm-Cpn ATPase, ADP Transcreener TR-FRET. hit rate 0.031% among 330,000; further: potency means the concentration at half of the fitted maximal effect; on the % scale 0 is the no-effect control and ±100 the full control effect; nearly all actives have a fitted effect of over 80% in size
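Eu-cryptate anti-ADP/ADP-d2 competition gives a ratio inversely related to ADP. Enzyme at 25 nM was pre-exposed to compound for 10 min, then given 10 uM ATP for 30 min, 37°C throughout.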
EPAC2 antagonist: antagonists of human EPAC2; EPAC2 GEF exchange of Rap1B-BODIPY-GDP, fluorescence; Potency, µM (series often up to 114 µM), inactives show top-dose activity, negative = inhibition, actives largely listed as inhibitors; hit rate 0.18% among 360,000; further: potency means the concentration at half of the fitted maximal effect; on the % scale 0 is the no-effect control and ±100 the full control effect; nearly all actives have a fitted effect of over 45% in size; many of its hits are not listed in these tables
Target sequence (Q8WZA2 whole entry, looked up): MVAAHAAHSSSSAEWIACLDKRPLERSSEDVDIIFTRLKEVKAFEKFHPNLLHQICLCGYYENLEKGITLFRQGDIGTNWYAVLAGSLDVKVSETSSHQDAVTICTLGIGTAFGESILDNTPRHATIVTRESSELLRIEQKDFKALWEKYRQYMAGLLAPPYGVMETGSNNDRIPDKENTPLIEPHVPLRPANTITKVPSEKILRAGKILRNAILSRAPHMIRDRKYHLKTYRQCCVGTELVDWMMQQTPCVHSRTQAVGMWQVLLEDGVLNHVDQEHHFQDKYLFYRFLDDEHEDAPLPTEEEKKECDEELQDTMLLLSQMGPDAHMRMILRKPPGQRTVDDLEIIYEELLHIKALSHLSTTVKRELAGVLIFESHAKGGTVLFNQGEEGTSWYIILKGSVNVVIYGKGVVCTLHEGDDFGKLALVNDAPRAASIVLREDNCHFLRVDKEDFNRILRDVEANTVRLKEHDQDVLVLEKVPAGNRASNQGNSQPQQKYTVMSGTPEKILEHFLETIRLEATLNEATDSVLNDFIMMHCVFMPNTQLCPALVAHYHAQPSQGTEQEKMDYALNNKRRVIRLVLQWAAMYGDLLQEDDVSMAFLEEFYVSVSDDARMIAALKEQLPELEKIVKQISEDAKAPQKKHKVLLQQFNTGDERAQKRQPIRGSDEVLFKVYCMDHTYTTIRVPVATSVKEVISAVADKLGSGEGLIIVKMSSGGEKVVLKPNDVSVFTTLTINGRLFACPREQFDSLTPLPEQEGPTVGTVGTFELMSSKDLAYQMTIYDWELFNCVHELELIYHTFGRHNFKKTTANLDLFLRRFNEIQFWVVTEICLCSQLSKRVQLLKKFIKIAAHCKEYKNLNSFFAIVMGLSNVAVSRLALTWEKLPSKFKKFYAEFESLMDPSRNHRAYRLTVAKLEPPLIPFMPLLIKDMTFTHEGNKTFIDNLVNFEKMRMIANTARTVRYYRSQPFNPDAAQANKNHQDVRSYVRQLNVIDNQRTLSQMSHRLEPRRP
Nrf2 block: inhibitors of Nrf2 signaling; hit rate 2.1% among 360,000; A549 ARE-Fluc reporter, luciferase luminescence, 18-24 h; Potency, µM (series often up to 46 µM), without a hit: at the top dose activity change, negative = inhibition, most hits filed as inhibitors; further: potency means the concentration at half of the fitted maximal effect; on the % scale 0 is the no-effect control and ±100 the full control effect; nearly all actives have a fitted effect of over 60% in size
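Nrf2 activity is the BugLite luminescence, read 15 min after reagent at room temperature, following CellTiter-Fluor cytotoxicity readout (30 min, 37C). Compound titrations were applied for 18-24 h to 5000 A549 ARE_Fluc cells/well in 5% FBS OPTI-MEM.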
CCT chaperon mod: cytosolic chaperonin activity modulation; hit rate 0.3% among 360,000; activity change, % (no concentration beside the values), hits read low; purified chaperonin ATPase assay, HTRF ADP detection, 30 min; in the data active means activity change below about -30%; further: on the % scale 0 is the no-effect control and ±100 the full control effect
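ATPase activity: ADP formed was measured by HTRF Transcreener (665/615 nm ratio) after 30 min at 37 deg C with 10 uM ATP. Compounds screened at one 76 uM concentration against 40 or 20 nM TRiC in Tris pH 7.4/KCl/MgCl2/DTT buffer.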
A549 tox: counter-screen for Nrf2 inhibitors: cytotoxicity in A549 cells | A549 ARE-Fluc cells, CellTiter-Fluor viability, 18-24 h | AID 504648 | hit rate 0.16% among 390,000 | Potency, µM (doses to about 46 µM), for inactives: at the highest dose activity change, negative = cytotoxicity, usual class: inhibitors; further: potency means the concentration at half of the fitted maximal effect; on the % scale 0 is the no-effect control and ±100 the full control effect
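A549 ARE-Fluc cells in 5% FBS OPTI-MEM, 5000 cells/well, rested 2 h then exposed to compounds in concentration-response for 18-24 h at 37 °C. Viability by CellTiter-Fluor fluorescence (Ex 405/Em 525) after 30 min; luciferase luminescence (BugLite, 15 min, RT) read afterwards.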
Nrf2 activator: activates Nrf2 signaling. AREc32 ARE-luciferase reporter (MCF7-derived line), luminescence, 24 h. Potency, µM (highest dose often 46.1 µM), for inactives: at the top dose activation, usual class: activators. hit rate 0.31% among 410,000. AID 624171; further: potency means the concentration at half of the fitted maximal effect; % of control where 0% means no effect; nearly all actives have a fitted effect of over 65% in size
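Nrf2 activation is followed as ARE-luciferase induction in the AREc32 line after one day of compound treatment; luminescence is read with Steady-Glo.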
TGFb SMAD3 inh: blocks TGF-b signaling; Potency, µM (titrated, usually from 46.1 µM), without a hit: at the top dose activity, negative = inhibition, actives largely listed as inhibitors; hit rate 1.2% among 410,000; AID 588855; HepG2 CAGA-GFP TGF-b/SMAD3 reporter, GFP fluorescence, 18 h; TGF-beta stimulated, 500 pg/mL final; further: potency means the concentration at half of the fitted maximal effect; on the % scale 0 is the no-effect control and ±100 the full control effect; nearly all actives have a fitted effect of over 65% in size
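Inhibition was scored as loss of TGF-beta-induced (500 pg/mL final, 18 hours, 37 degrees C) GFP in HEPG2 cells carrying a CAGA-GFP reporter, in DMEM with 1% FBS. Well GFP was summed per cell; Activity was normalised to unstimulated and stimulated DMSO wells, then concentration-response fitting.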
EPAC2 agonist: EPAC2 (human) agonism; AID 720711; EPAC2 activation, biochemical qHTS; response scale: 100% = 6.5 mM cAMP response; hit rate 0.079% among 360,000; Potency, µM (series often up to 154 µM), without a hit: at the top dose activation, actives largely listed as activators; further: potency means the concentration at half of the fitted maximal effect; nearly all actives have a fitted effect of over 50% in size
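Setup: EPAC2 100 nM, labeled Rap1B complex 250 nM, free GDP 50 uM. Compound titrations pinned in, brief spin, 5 min room temperature incubation. Kinetic fluorescence read over 30 min, normalized to 6.5 mM cAMP.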
Starred values were filed as active, the others as inactive; i = inactive; u = inconclusive; x = not tested or not shown; [ ] = another dose, or the depositor's remark. Unless noted, the call rests on the fitted dose curve; in most records, active means well fitted curve in the direction sought with a large enough effect; inconclusive means small, poorly fitted or top-dose-only effect, or another doubt; inactive means no such curve, though single readings can be large; an effect the other way counts as inactive or inconclusive. Some of the compounds tested; count on the stated rates, not on these rows.

Values in the order – Akt phos inh | MmCpn inh | EPAC2 antagonist | Nrf2 block | CCT chaperon mod | A549 tox | Nrf2 activator | TGFb SMAD3 inh | EPAC2 agonist
> CCC(C)NC(=O)CSc1nc2ccsc2c(=O)n1-c1ccc(OC)cc1 (stereo not drawn)
    i | -1% | 0% | u | -2.2 | x | -0.6% | -16% | 4%
> O=C(CCc1nnc(CCc2ccccc2)o1)N1CCCC1c1nccs1 (stereo not drawn)
    i | 1% | -2% | 2% | -1.4 | 0% | -0.9% | u | 13%
> COC(=O)CCCCC(=O)OC
    i | 2% | -16% | -11% | -3.9 | 1% | -0.8% | -10% | 10%
> O=C(NCc1ccc(OC(F)(F)F)cc1)c1cc(-c2ccccc2)nn1CC1CC(c2cccnc2)=NO1 (stereo not drawn)
    i | x | -22% | 2% | -0.1 | 5% | 3.3% | u | -7%
> COc1ccc(CNC(C)C(=O)Nc2ccc3ccccc3c2)cc1OC (stereo not drawn)
    i | -1% | -13% | -18% | -0.9 | 3% | 4.6% | -10% | 17%
> O=C(COC(=O)c1cc(-c2ccc(F)cc2)nc2ccccc12)NCC1CCCO1 (stereo not drawn)
    i | -11% | -6% | 4% | -6.7 | -2% | 0.4% | -1% | 15%
> Cc1ccc(C(=O)N[C@H](C(=O)N2CCN(c3ccccc3F)CC2)C(C)C)cc1
    i | 2% | 4% | -15% | 0.7 | -10% | -0.1% | -24% | 6%
> CCOc1ccc(N(CC(=O)NCCc2ccccc2)C(=O)CCC(=O)Nc2cc(C)ccn2)cc1
    i | 3% | -3% | u | -0.6 | 0% | 2.3% | 2% | 7%
> O=C(NC(=S)Nc1ccc2c(c1)OCCO2)c1cccc(Br)c1
    i | 1% | -1% | u | -2.1 | -2% | 5.1%[9.22 µM] | u | 6%
> O=C(c1cc(COc2ccccc2)on1)N1CCCC(OCc2cccnc2)C1 (stereo not drawn)
    i | -1% | 2% | -22% | 0.3 | -1% | 0.0% | -1% | 3%
> CC(=O)c1ccc(S(=O)(=O)NCCCC(=O)N(C)Cc2ccc3c(c2)OCO3)cc1
    i | -1% | -1% | -11% | -3.6 | 1% | 0.5% | -7% | 4%
> CCOC(=O)CCNC(=O)CNC(=O)OCc1ccccc1
    i | 0% | 13% | x | 0.8 | -2% | -0.1% | -3% | 17%
> CCN(Cc1nc2cc(Cl)ccc2c(=O)[nH]1)C(=O)c1cccc(OCc2c(C)noc2C)c1
    i | -4% | 2% | u | 1.1 | -14% | 3.5% | -25% | -1%
> O=[N+]([O-])c1ccc(Cl)c(S(=O)(=O)Nc2ccc(-c3ccc(N4CCCC4)nn3)cc2)c1
    i | -1% | -1% | u | -3.9 | u | 12% | -15% | 2%
> O=C(Cc1ncc(C(F)(F)F)cc1Cl)Nc1ccc(F)cc1
    i | -2% | 8% | x | 1.8 | -2% | -0.5% | 12% | -14%
> COc1cc(C(=O)Nc2ccc(NC(=O)c3ccc(C(C)(C)C)cc3)cc2)cc(OC)c1OC
    x | x | x | -30% | x | -9% | 2.7% | 1% | x
> COc1cc(NC(=O)CN2CCN(C(=O)c3ccco3)CC2)c(C)cc1[N+](=O)[O-]
    i | x | -3% | x | -0.6 | x | -1.0% | 3% | 11%
> COc1cc(C(=O)Nc2cc3c4c(c2)CC(=O)N4CCC3)cc(OC)c1OC
    i | -1% | 8% | -26% | -2.1 | 0% | 1.1% | -4% | 3%
> COc1ccc(N(CC(=O)Nc2cc(OC)cc(OC)c2)S(=O)(=O)c2c(C)noc2C)cc1
    x | x | x | u | x | 3% | 2.9% | u | x
> CCn1cnc2c1c(=O)n(Cc1csc(-c3ccccc3)n1)c(=O)n2Cc1ccccc1
    i | u | -11% | u | -1.1 | -11% | 1.6% | u | 11%
> CC1CCN(S(=O)(=O)c2ccc3[nH]cc(C(=O)NCCN4CCOCC4)c(=O)c3c2)CC1
    i | 2% | 1% | -6% | -4.3 | 11% | 0.3% | -3% | 7%
> CCOc1cc(C(=O)Nc2cc3c(cc2N2CCCC2)n(C)c(=O)n3C)cc(OCC)c1OCC
    i | 1% | -9% | u | 2.0 | -1% | 0.1% | 5% | -19%
> COC(=O)c1cc(-c2c[nH]c3ccccc23)n[nH]1
    i | 1% | u | x | 0.0 | -1% | 3.6% | -3% | 8%
> O=C(Nc1ccccc1C(=O)Nc1ccncc1)c1cccc([N+](=O)[O-])c1
    i | -1% | -7% | -27% | 0.1 | -8% | 0.4% | -1% | 2%
> CCOC(=O)N1CCN(C(=O)C(CC)n2nc(C)c3sc4ccccc4c3c2=O)CC1 (stereo not drawn)
    i | 1% | 0%[57.1 µM] | 17% | -0.9 | -10% | 0.1% | 0% | -10%
> CCC(C(=O)N1CCN(c2ccccn2)CC1)n1nc(C)n2c(cc3occc32)c1=O (stereo not drawn)
    i | -7% | -6% | -25% | 0.9 | -4% | -0.6% | u | 8%
> CN(C)C(=O)c1ccc(NC(=O)c2ccccc2Sc2ccccc2C#N)cc1
    i | -1% | 10% | -12% | -6.2 | -4% | 0.5% | -5% | -1%
> O=C(O)CCc1ccc(-c2ccc(Br)cc2)n1CC(=O)O
    i | -3% | -6% | 1% | -0.1 | 19% | 1.4% | 0% | 9%
> Cc1c(C(=O)Nc2ccc(Cl)cc2)c2ccccn2c1CCc1ccncc1
    i | -5% | 0% | u | 1.0 | u | 13% | -29% | 0%
> O=C1Nc2ccccc2C12OCCCCO2
    i | -2% | -5% | x | 0.1 | -9% | -0.7% | 3% | -7%
> Cc1ccc2c(c1)nnn2C1CCN(CC(=O)N2c3ccccc3CC2C)CC1 (stereo not drawn)
    x | 0% | 0% | -21% | -1.4 | -5% | 0.4% | u | 7%
> CCCNS(=O)(=O)c1ccc(CCC(=O)NCc2cccnc2)cc1
    i | -1% | -2% | -14% | 2.6 | 0% | -0.3% | -11% | 7%
> O=Cc1c(NCc2ccccc2F)c2ccccc2[nH]c1=O
    i | -3% | -1% | 4% | -2.1 | 1% | -1.0% | 14% | 4%
> CC(=O)Nc1ccc(C(=O)NNS(=O)(=O)c2ccc(C)cc2)cc1
    i | 2% | 1% | -1% | 0.1 | 2% | 0.0% | -2% | 0%
> CN(c1ccc([N+](=O)[O-])cc1C(=O)Nc1ccccc1)C1CCCCC1
    x | -2% | 12% | x | 0.5 | u | 0.5% | -22% | 12%
> c1ccc(-c2ccc(-c3csnn3)cc2)cc1
    i | -4% | 0% | x | 0.1 | 5% | 26% | 13% | 7%
> COc1cc(C2OC(=O)C3C(c4ccc(OC(C)=O)c(OC)c4)OC(=O)C23)ccc1OC(C)=O (stereo not drawn)
    i | x | 7% | -26% | -1.8 | -2% | 3.7% | 12% | -2%
> CCOC(=O)C(=O)NCC1CCCN1S(=O)(=O)c1cccs1 (stereo not drawn)
    i | x | 3% | x | -1.5 | x | -2.2% | 0% | 2%
> CC(C)NCC(O)COCCOc1ccc(Br)cc1 (stereo not drawn)
    i | 1% | 6% | 4% | -3.4 | 12% | -0.4% | -3% | 5%
> C#CCOCCOCCOCCNc1nc(N2CCOCC2)nc(N2CCN(C(=O)CCCCCCCCCCNC(=O)[C@H](CO)n3cc(CCCSC)nn3)CC2)n1
    i | -2% | -5% | -23% | -1.0 | -4% | 3.8% | u | 9%

Random excerpt: 2 records from the list
Values in the order – Akt phos inh | MmCpn inh | EPAC2 antagonist | Nrf2 block | CCT chaperon mod | A549 tox | Nrf2 activator | TGFb SMAD3 inh | EPAC2 agonist
> CN(c1ccc([N+](=O)[O-])cc1C(=O)Nc1ccccc1)C1CCCCC1
    x | -2% | 12% | x | 0.5 | u | 0.5% | -22% | 12%
> CCCNS(=O)(=O)c1ccc(CCC(=O)NCc2cccnc2)cc1
    i | -1% | -2% | -14% | 2.6 | 0% | -0.3% | -11% | 7%

Further results
Values in the order – Akt phos inh | MmCpn inh | EPAC2 antagonist | Nrf2 block | CCT chaperon mod | A549 tox | Nrf2 activator | TGFb SMAD3 inh | EPAC2 agonist
> Cc1ccc(C)c(N2CCN(C(=O)c3ccc(NS(=O)(=O)c4c(C)noc4C)cc3)CC2)c1
    i | 1% | -3% | u | -12 | -3% | 0.4% | 3% | 2%
> O=C1Cc2ccccc2C(c2c(Cl)cccc2Cl)N1 (stereo not drawn)
    i | 0% | 10% | 1% | 3.2 | 0% | 0.5% | -1% | 1%
> CC(C)=NOCC(=O)Nn1c(COc2c(C)cccc2C)nc2ccccc2c1=O
    i | -1% | 5% | -9% | -1.1 | -6% | -0.3% | -20% | 7%
> CC(=O)C12OC1CC1C3CCC4=CC(=O)CCC4(C)C3CCC12C (stereo not drawn)
    i | 3% | -5% | 1% | -3.9 | 7% | 0.2% | -10% | 13%
> CCOC(=O)C1CCN(c2nc(C)nc3c2oc2ccccc23)CC1
    i | 1% | -17% | 5% | 1.4 | -17% | 0.0% | 5% | 3%
> CN1C(C(=O)NCc2ccco2)CC2Cn3c(nc4ccccc43)C21 (stereo not drawn)
    i | -2% | 4% | 7% | 0.4 | 0% | -0.4% | 21% | 1%
> COc1ccc(S(=O)(=O)Nc2ccc(S(=O)(=O)N(C)C)cc2)cc1[N+](=O)[O-]
    i | 1% | -9% | u | -1.3 | 16% | 4.5% | u | 1%
> Cc1ccc(C(=O)O)cc1NC(=O)CSc1nnc(-c2ccccc2F)n1C1CCCCC1
    i | 0% | 5% | 0% | 0.7 | 7% | -0.6% | 7% | 0%
> COc1ccc(-c2nsc(NC(=O)c3cccc(OC)c3)n2)cc1
    x | x | x | u | x | -2% | 1.4% | -3% | x
